TCR CD3 inh: inhibitors of human TCR-CD3 interaction, primary screen, biochemical, fluorescence, TAMRA-labeled TCR probe; inhibition, % at 9.4 µM; hit rate 0.37% among 360,000; AID 651800, 2012; in the data active = inhibition above about 19%;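 also: recombinant mutant TCR 2C K166C tagged with TAMRA read by polarization; 0% = receptor in buffer alone and 100% = receptor with positive control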
LEDGF integ inh: blockers of LEDGF/p75-dependent integrase strand transfer – biochemical, TR-FRET, high throughput, primary screen | inhibition, % at 3.7 µM | hit rate 0.64% among 370,000 | AID 743269, 2014 | TR-FRET IN-LEDGF/p75 DNA integration, Eu/Cy5 | HIV-1 integrase (with human LEDGF/p75);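 active = inhibition above the screen-wide mean plus 3 SD, cut at about 13% in these data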;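 also: signal is the Cy5 over europium emission ratio at 671 and 618 nm; 0% = plate median of compound wells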
DDE Tn6 FP inh: inhibitors of Tn6 peptide binding to fibrin DD(E), primary screen, biochemical, fluorescence polarization, human fibrin, Tn6 probe. Fibrin DD(E) TRITC-Tn6 fluorescence polarization displacement. inhibition, % at 8.3 µM. hit rate 0.21% among 370,000;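 active = inhibition above a per-campaign cutoff: mean of compounds within control limits plus 3 SD, cut at about 15% in these data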;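 also: 0% = median of all compound wells on the plate and 100% = blocking peptide control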
MBD2 DNA inh: inhibitors of MBD2 binding to methylated DNA, primary screen, biochemical, TR-FRET, DNA-binding domain, human; inhibition, % at 4.4 µM; Methyl-CpG-binding domain protein 2 (Homo sapiens), Q9UBB5; hit rate 0.31% among 370,000; MBD2 binding to methylated oligonucleotide; in the data active = inhibition above about 13%
TDP2 absorb: human TDP2 enzyme inhibitors, primary screen, biochemical, epi absorbance, recombinant enzyme. Tyrosyl-DNA phosphodiesterase 2 (Homo sapiens), O95551. T5PNP hydrolysis, p-nitrophenol absorbance 415 nm. hit rate 0.34% among 370,000. inhibition, % at 12.8 µM;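 active = inhibition above the mean of all tested compounds plus 3 SD, set per campaign, cut at about 25% in these data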;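 also: 0% = DMSO with enzyme and 100% = buffer with substrate but no TDP2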
Target sequence (O95551 whole entry, looked up): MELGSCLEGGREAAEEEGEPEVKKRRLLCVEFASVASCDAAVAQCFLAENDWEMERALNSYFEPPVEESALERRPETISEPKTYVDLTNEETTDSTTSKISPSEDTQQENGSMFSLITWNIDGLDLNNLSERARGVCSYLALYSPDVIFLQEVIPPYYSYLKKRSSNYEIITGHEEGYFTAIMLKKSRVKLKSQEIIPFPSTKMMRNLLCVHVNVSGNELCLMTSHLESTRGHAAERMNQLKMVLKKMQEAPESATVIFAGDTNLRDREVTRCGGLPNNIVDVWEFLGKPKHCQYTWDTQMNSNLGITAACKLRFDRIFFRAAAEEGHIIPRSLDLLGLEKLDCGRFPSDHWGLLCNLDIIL
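Material: recombinant human TDP2; quantity: TDP2 enzyme at 120 nM final; medium: Tris-HCl pH 7.5 with MgCl2; compound: single concentration, 12.8 µM nominal, with 1% DMSO; incubation: 2 h enzyme incubation at 37 °C; signal: epi absorbance; measure: percent inhibition; benchmarks: high control without enzyme, low control DMSO plus TDP2; repeats: singlicate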
SIAE primary: human SIAE inhibitors, primary screen, biochemical, fluorescence polarization, FP-Rh probe, 1536-well HTS | Sialate O-acetylesterase (Homo sapiens), Q9HAT2 | SIAE FP-Rh probe binding | inhibition, % at 9.66 µM | hit rate 0.69% among 370,000 | AID 1053197, 2014;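 active = inhibition above a cutoff: mean of compounds within the control limits plus 3 SD of those, cut at about 17% in these data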;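 also: 0% = plate median of compound wells and 100% = probe without SIAE protein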
Target sequence (Q9HAT2 whole entry, looked up): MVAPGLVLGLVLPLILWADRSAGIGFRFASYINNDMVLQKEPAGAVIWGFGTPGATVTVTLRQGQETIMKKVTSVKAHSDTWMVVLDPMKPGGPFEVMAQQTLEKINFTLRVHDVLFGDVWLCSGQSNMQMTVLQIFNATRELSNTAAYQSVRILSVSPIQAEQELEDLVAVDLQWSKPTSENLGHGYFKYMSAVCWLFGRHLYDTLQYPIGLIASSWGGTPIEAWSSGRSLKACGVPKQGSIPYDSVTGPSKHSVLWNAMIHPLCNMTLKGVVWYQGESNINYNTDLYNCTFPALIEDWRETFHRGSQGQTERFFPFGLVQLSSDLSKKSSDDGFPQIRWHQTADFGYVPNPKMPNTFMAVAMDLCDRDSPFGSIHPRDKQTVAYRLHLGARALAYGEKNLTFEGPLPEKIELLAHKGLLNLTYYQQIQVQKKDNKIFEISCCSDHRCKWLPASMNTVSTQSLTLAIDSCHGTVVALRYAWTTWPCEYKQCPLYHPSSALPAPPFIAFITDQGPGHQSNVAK
UHRF1 binding: UHRF1 methylated DNA binding inhibitors, primary screen, counter-screen for MBD2 inhibitor project, biochemical, TR-FRET, human UHRF1, single concentration | hit rate 0.75% among 370,000 | UHRF1 binding to methylated oligo | E3 ubiquitin-protein ligase UHRF1 (Homo sapiens), Q96T88 | inhibition, % at 4.4 µM; in the data active = inhibition above about 21%;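 also: UHRF1 SRA domain binding a hemimethylated CpG hairpin DNA probe; 0% = median of test compound wells and 100% = reference inhibitor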
Tn7 DDE FP: inhibitors of Tn7 peptide binding to fibrin DD(E), primary screen, biochemical, fluorescence polarization, human fibrin, Tn7 probe; Fibrinogen beta chain (Homo sapiens), P02675; FP displacement of FITC-Tn7 peptide from fibrin DD(E); 0% = median of compound wells per plate; inhibition, % at 8.3 µM; hit rate 0.13% among 370,000; AID 720508, 2013;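 active = inhibition above the mean of compounds falling within the control limits plus 3 SD of them, cut at about 14% in these data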;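 also: 0% = plate median of compound wells and 100% = 10 µM Aha-Tn7 peptide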
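Also added: labelled Tn7 tracer, 0.1 µM; Assay system: human fibrin DD(E) protein; Amount: 2 µM fibrin DD(E); Schedule: 10 min compound pre-incubation, 3 h probe incubation at room temperature; Repeats: one replicate per compound; Read-out basis: percent inhibition; Measured by: fluorescence polarization of the labelled Tn7 tracer.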
PRMT1 FP inh: PRMT1 methyltransferase inhibitors, primary screen, biochemical, fluorescence polarization | Protein arginine N-methyltransferase 1 (Homo sapiens), Q99873 | recombinant PRMT1, activity-based probe fluorescence polarization | inhibition, % at 2.79 µM | hit rate 1.3% among 370,000;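 active = inhibition above about 21% made by adding two undisclosed values, limit read from the data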
proKLK7 act: proKLK7 zymogen activators, primary screen, biochemical, fluorescence intensity; purified proKLK7, EDANS-DABCYL substrate fluorescence; 100% is mature enzyme control, 0% vehicle; activation, % at 7 µM; hit rate 0.9% among 370,000; AID 652039, 2013;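 active = activation above the mean of all tested compounds plus 3 SD, computed per campaign excluding outliers beyond control limits, cut at about 13% in these data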
An asterisk follows results filed as active.

The opening two compounds as a preview:
Structure	TCR CD3 inh	LEDGF integ inh	DDE Tn6 FP inh	MBD2 DNA inh	TDP2 absorb	SIAE primary	UHRF1 binding	Tn7 DDE FP	PRMT1 FP inh	proKLK7 act
Cc1ncoc1C(=O)NC1CCCc2c1cnn2-c1ccc(C(C)(C)C)cc1 (centres undefined)	5	0	1	-3	-2	-5	-1	-8	1	-0.1
O=C(NCc1ccco1)C(=O)NCC1OCCN1S(=O)(=O)c1ccc(Br)cc1 (centres undefined)	1	-2	-1	6	11	-1	1	-2	-3	0.8

The whole of this part, previewed entries included:
Structure	TCR CD3 inh	LEDGF integ inh	DDE Tn6 FP inh	MBD2 DNA inh	TDP2 absorb	SIAE primary	UHRF1 binding	Tn7 DDE FP	PRMT1 FP inh	proKLK7 act
Cc1ncoc1C(=O)NC1CCCc2c1cnn2-c1ccc(C(C)(C)C)cc1 (centres undefined)	5	0	1	-3	-2	-5	-1	-8	1	-0.1
O=C(NCc1ccco1)C(=O)NCC1OCCN1S(=O)(=O)c1ccc(Br)cc1 (centres undefined)	1	-2	-1	6	11	-1	1	-2	-3	0.8
Cc1cc(C)n(C(=O)CNC(=O)Cc2ccccc2)n1	0	-1	-5	-3	9	0	3	9	3	-0.3
COCCn1c(Sc2ccccc2)nc2c1c(=O)[nH]c(=O)n2C	8	-2	1	5	2	3	1	2	-2	0.2
COc1ccc(-n2ccnc2CN2CCCC(CO)(Cc3cccc(OC)c3)C2)cc1 (centres undefined)	-9	0	-1	8	-10	9	9	2	0	0.4
Cc1ccc(-c2nc(CSc3nc4ccccc4c(=O)n3C)cs2)cc1	-2	3	-6	0	-8	5	3	-7	-2	-0.3
COc1ccccc1NC(=O)N1CCN(c2ccnc3cc(Cl)ccc23)CC1	-9	0	3	1	-8	-1	1	3	3	-0.9
C/C(CCc1ccc2c(c1)OCO2)=N\NC(=O)c1ccc(C)cc1C	3	-3	3	-1	4	3	1	-3	-4	-0.2
COc1ccc(Br)cc1CNC(=O)C1CCCN(S(C)(=O)=O)C1 (centres undefined)	-5	-2	1	0	3	-6	-4	4	-1	0.1
Cc1ccc(NC(=O)CCc2nnc(SCC(=O)Nc3ccccc3C)n2C)cc1Cl	-4	-3	2	5	1	-6	2	6	-1	-0.3
O=C(c1ccc(S(=O)(=O)Cc2cc(F)ccc2F)c([N+](=O)[O-])c1)N1CCCCC1	-2	2	-4	-7	-7	1	0	-9	-1	-0.2
O=C(COc1cccc(Cl)c1)Nc1ccccc1N1CCCCC1	3	-1	-6	10	0	-1	3	6	8	0.0
COc1cccc(-c2nn3c(-c4cccc(C)c4)nnc3s2)c1	5	-2	10	2	-7	-14	-3	8	0	-0.3
Cc1cc(C)cc(N(CC(=O)NCC2CCCO2)S(=O)(=O)c2c(C)noc2C)c1 (centres undefined)	-2	0	-4	3	-11	2	0	-8	5	0.2
CCOc1cc(C#N)c(NC(=O)Cn2nnc3ccccc32)cc1OCC	-3	0	-1	1	8	0	2	3	6	-0.4
O=C(N/N=C/c1ccc2c(c1)OCO2)c1ccc(Cl)cc1Cl	-6	-5	3	4	10	-9	0	2	4	0.2
COc1ccc(CNCc2c(C(=O)N(C)C)nc3ccc(Cl)cn23)c(OC)c1	4	1	0	-6	0	3	-1	-3	0	-0.6
O=C1C=C(c2cccc3c2Oc2ccccc2S3)C[C@@H](c2ccc3c(c2)OCO3)C1	4	-3	2	1	7	10	-2	8	-1	-1.3
CCOC(=O)c1ccc(COC(=O)CCc2nc(-c3ccccc3)c(-c3ccccc3)o2)cc1	4	0	-4	-2	-6	9	1	-1	-4	0.6
O=C(Nc1ccc(S(=O)(=O)Nc2ccccn2)cc1)C(F)(F)F	1	0	4	2	2	-10	-1	3	3	0.0
CC(C)Cn1c(-c2ccc(F)cc2)n[nH]c1=S	1	0	2	-5	-9	13	2	-7	5	-1.3
O=C(c1ccc(N2CCCS2(=O)=O)cc1)N1CCN(c2ccc(F)cc2)CC1	6	3	-2	1	-3	-5	0	-8	1	-0.2
CSCCC(NC(=O)c1ccccc1Cl)C(=O)N1CCN(c2ccccn2)CC1 (centres undefined)	0	-3	2	0	8	7	1	-1	2	0.9
O=c1cc2c(nn1Cc1ccccc1Cl)-c1ccccc1CC2	1	-2	-9	-2	-10	0	-1	-4	0	-0.1
COC(=O)[C@@H](NC(=O)Nc1ccc(OC(F)(F)F)cc1)C(C)C	2	1	1	6	0	-2	3	5	0	0.3
COc1cc(OC)nc(Nc2nc(C(N)Cc3ccc(Cl)cc3)cs2)n1 (centres undefined)	-6	8	-2	1	-2	-5	0	-7	4	0.0
Cc1c(NC(=O)COC(=O)/C=C/c2cccc(F)c2)c(=O)n(-c2ccccc2)n1C	-1	3	-6	-3	2	10	-1	-5	-2	0.6
CCOc1ccc(OCC(=O)OCC(=O)NCC2CCCO2)cc1 (centres undefined)	4	-1	-2	5	6	2	1	1	3	-0.2
O=C(Cn1nc2ccccc2n1)N/N=C/c1cc(Cl)cc([N+](=O)[O-])c1O	56*	-6	0	1	10	3	-10	6	2	0.4
O=C(CCCc1nc2ccccc2s1)NCc1ccccc1F	7	3	-1	-3	-5	3	2	1	-1	0.5
O=C(Nc1ccc(Br)cc1)C1C2C=CC3(O2)C1C(=O)N(CCN1CCOCC1)C3C(=O)NC1CCCCC1 (centres undefined)	2	0	-7	-1	-4	-8	-1	0	1	-0.1
COc1cccc(C(=O)NCCCNC(=O)c2ccccn2)c1	5	-2	2	-1	8	4	-1	-1	3	-0.1
Cn1c(CC(=O)c2ccc(Br)cc2)[n+](C)c2ccccc21	0	-1	-6	-3	-14	0	-1	1	0	-0.6
O=C(NCCCN1CCOCC1)c1cc(-c2ccccc2F)no1	-4	-1	-4	2	-9	-3	1	1	3	-0.2
CC(C)Oc1ccc(C(=O)Nc2ccc(S(=O)(=O)N3CCN(C)CC3)cc2)cc1	-3	-4	3	1	1	4	4	9	3	0.3
CCOc1ccc(N2C(=O)CC(SC(=NC)Nc3cccc(OC)c3)C2=O)cc1 (centres undefined)	2	-2	6	-5	1	1	0	3	1	0.1
O=C1CC(c2cccc(Cl)c2)CC(O)=C1C=Nc1ccccc1 (centres undefined)	-4	6	-6	-6	-1	4	1	-4	-3	0.1
O=S(=O)(NCC(c1ccco1)N1CCCCC1)c1cccc(C(F)(F)F)c1 (centres undefined)	1	-4	-1	-1	0	0	1	-6	2	-0.4
Cc1ccc(C(c2sc3nc(C)nn3c2O)N2CCN(CCO)CC2)cc1 (centres undefined)	3	4	-5	0	-5	-4	1	-8	0	-0.2
O=C1CCc2cc(S(=O)(=O)N3CCCC3C(=O)N3CCN(c4ccccc4F)CC3)ccc2N1 (centres undefined)	-2	-4	8	-2	-11	2	0	3	9	-0.2
CC(C)CCNC(=O)C1CCC(CNS(=O)(=O)c2ccc(Cl)cc2)CC1 (centres undefined)	0	1	-3	5	24	-5	14	2	-2	-0.1
Cc1ccc(N2CCN(S(=O)(=O)c3nnc(NC(=O)c4ccccc4)s3)CC2)cc1	1	-4	0	2	5	5	0	-2	3	-0.2
C=C1c2cc(C)ccc2NC(=O)N1c1ccc(C)cc1	7	-4	1	-2	-10	-6	2	-5	0	-1.4
CC(C)(C)c1ccc(C(=O)NCC(=O)N2CCCC2)cc1	3	2	-2	-4	14	-2	3	0	-3	0.9
CN(C)/C=C(\C#N)S(=O)(=O)C(C)(C)C	-5	-3	1	5	1	-6	1	-6	3	-0.2
CCC(=O)N1N=C(c2ccc(C)cc2)CC1c1ccco1 (centres undefined)	2	-4	10	-1	-13	-3	2	2	0	-0.3
Cc1nc(SCC(=O)NC2CCCCC2C)c(C#N)c(C)c1C (centres undefined)	-4	-5	0	9	-11	-5	3	2	9	-0.1
Cc1nc(CS(=O)(=O)c2ccccc2)cc(N2CCN(c3ccccc3F)CC2)n1	0	-6	-5	-4	1	5	-1	3	0	-0.7
O=C(CCCn1c(=S)[nH]c2cc3c(cc2c1=O)OCO3)N1CCN(c2ccccc2F)CC1	1	3	1	2	-9	2	-1	0	0	0.5
CCCCCn1c(=O)[nH]c2cc(C(=O)NCCc3ccc(OC)c(OC)c3)ccc2c1=O	2	-2	6	-2	4	-1	-2	-2	-3	-1.0
CC(C)(C)C1CCc2onc(C(=O)Nc3ccc4c(c3)OCO4)c2C1 (centres undefined)	6	-5	2	0	-20	-3	1	-4	5	0.4
